aSyn yeast inh: alpha-synuclein toxicity inhibition in yeast; 0.14% of 370,000 active; Potency, µM (doses to about 46.1 µM), for the others: at the top dose growth rescue (activation), actives largely listed as activators; Yeast expressing alpha-synuclein, growth rescue, BacTiter-Glo, 24 h; also: potency is read from the fitted curve at half-maximal effect; % of control where 0% means no effect; nearly all actives have a fitted effect of over 65% in size
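Readout is rescue of growth in alpha-synuclein-expressing yeast, so inhibitors of toxicity appear as activators. Growth after 24 hr at 30 deg C in galactose medium is quantified by luminescence.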
DRD3 agonist: agonists of human D3 dopamine receptor; P35462; D3R DiscoveRx beta-arrestin cells, luminescence, 90 min; max activation, %; 0.58% of 410,000 active; in the data active = max activation above about 30%; also: 0% is about no effect; mostly tested at two doses, the higher about 12 µM
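Cells at 1500/well, incubated overnight, then treated with pinned compounds (dopamine as control) for 90 min at 37 degrees C. DiscoveRx reagent added for 30 - 60 minutes at room temperature; luminescence read.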
GLP1R cytotox: cytotoxicity in counter-screen for GLP-1R inverse agonists; Potency, µM (highest dose often 38.3 µM), without a hit: at the highest dose activity change, negative = inhibition, usual class: inhibitors; 0.13% of 410,000 active; HEK293 cAMP-luciferase reporter cells, luminescence, 24 h;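 also: loss of luciferase light is scored as toxicity; potency is read from the fitted curve at half-maximal effect; % is scaled to controls: 0 for no effect and ±100 for the full control effect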
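Here, cytotoxicity is scored as loss of luminescence. The MLSMR collection was tested on cells seeded in medium containing 10% Nu serum, with a 24 hr compound exposure preceded by 12 hours of culture.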
D3 antag: D3 dopamine receptor (human) antagonism; P35462; D3R cells, DiscoveRx beta-arrestin luminescence, antagonist mode; active compounds read low; max response, negative = inhibition, %; 2.5% of 360,000 active; AID 652054; in the data active = max response below about -50%; inconclusive = no clear call, values can overlap the other calls; also: % is scaled to controls: 0 for no effect and ±100 for the full control effect; mostly tested at two doses, the higher about 12 µM
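Cells plated overnight at 1500 cells/well, then exposed to library compounds with dopamine controls for 90 minutes at 37 degrees C. DiscoveRx reagent added for 30–60 minutes at room temperature; luminescence read, quantitative HTS format.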
PTHR1 ag: PTHR1 (human) receptor agonism. AID 743266. HEK293 GP2 PTHR1 cells, GloSensor cAMP luminescence, 1 h. Potency, µM (doses to about 115 µM), inactives show at the top dose activation, actives largely listed as activators. 0.075% of 410,000 active. Q03431; also: potency is read from the fitted curve at half-maximal effect; nearly all actives have a fitted effect of over 55% in size; some results filed as inactive show a strong effect at the top dose; inactives centre near -15; many of its hits are not listed in these tables
Target sequence (Q03431 whole entry, looked up): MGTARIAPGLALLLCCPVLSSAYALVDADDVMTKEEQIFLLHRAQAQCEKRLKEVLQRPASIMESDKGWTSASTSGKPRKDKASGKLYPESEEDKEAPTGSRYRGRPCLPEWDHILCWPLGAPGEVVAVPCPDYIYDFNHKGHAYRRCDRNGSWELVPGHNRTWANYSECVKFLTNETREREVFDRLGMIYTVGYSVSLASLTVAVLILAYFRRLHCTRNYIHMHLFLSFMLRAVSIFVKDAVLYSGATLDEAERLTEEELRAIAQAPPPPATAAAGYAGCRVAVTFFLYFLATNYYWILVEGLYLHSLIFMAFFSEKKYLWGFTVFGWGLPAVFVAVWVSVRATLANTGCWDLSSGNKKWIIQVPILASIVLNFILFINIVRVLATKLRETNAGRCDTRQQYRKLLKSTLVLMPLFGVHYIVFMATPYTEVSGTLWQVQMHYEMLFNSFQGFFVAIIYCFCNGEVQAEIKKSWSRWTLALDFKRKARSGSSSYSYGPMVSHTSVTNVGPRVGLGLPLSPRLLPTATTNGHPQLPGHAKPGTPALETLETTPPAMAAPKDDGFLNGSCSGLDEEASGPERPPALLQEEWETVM
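HEK-293-derived GP2 cells expressing PTHR1 and a GloSensor cAMP reporter, 3,000/well, plated overnight, given luciferin plus IBMX (each 0.5 mM as added) for 1 h at 37 °C, then compound for 1 h at 37 °C. Luminescence was read after 15 min at room temperature.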
TDP43 rescue: rescues yeast growth from TDP-43 toxicity | 1.8% of 410,000 active | Potency, µM (highest dose often 46.1 µM), for the others: top-dose growth rescue (activation), usual class: activators | TDP-43 expressing yeast growth rescue, BacTiter-Glo, 24 h | AID 652104; also: potency is read from the fitted curve at half-maximal effect; % of control where 0% means no effect; nearly all actives have a fitted effect of over 50% in size
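Cell-based yeast growth screen: TDP-43 expression induced in galactose, inoculum OD600=0.02 after raffinose pregrowth to mid-log. Read-out BacTiter-Glo luminescence at 24 hr, 30 deg C; inhibition of toxicity seen as signal increase.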
GLP-1R agonist: activates the human GLP-1 receptor; P43220; 0.007% of 380,000 active; Potency, µM (series often up to 45.6 µM), for the others: at the highest dose activation, usual class: activators; AID 624172; HEK293 GLP-1R CRE-luciferase, luminescence, 4-6 h; cells express a hypersensitive GLP-1R form; also: potency is read from the fitted curve at half-maximal effect; % of control where 0% means no effect
Target sequence (P43220 whole entry, looked up): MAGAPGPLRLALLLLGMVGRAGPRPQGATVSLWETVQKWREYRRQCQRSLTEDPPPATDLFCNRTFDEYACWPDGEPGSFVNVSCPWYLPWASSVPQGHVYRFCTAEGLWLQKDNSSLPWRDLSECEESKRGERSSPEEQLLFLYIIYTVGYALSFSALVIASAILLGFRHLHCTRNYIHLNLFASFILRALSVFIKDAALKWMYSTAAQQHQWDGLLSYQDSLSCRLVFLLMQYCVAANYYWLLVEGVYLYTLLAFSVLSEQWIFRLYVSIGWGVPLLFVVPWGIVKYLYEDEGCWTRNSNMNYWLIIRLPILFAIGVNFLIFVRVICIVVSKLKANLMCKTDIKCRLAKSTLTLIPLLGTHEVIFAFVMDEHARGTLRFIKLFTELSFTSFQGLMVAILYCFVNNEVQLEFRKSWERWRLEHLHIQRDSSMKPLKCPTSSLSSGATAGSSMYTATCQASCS
GLP-1R inv ag: inverse agonists of human GLP-1 receptor | 1.6% of 410,000 active | HEK293 GLP-1R CRE-luciferase, luminescence, 24 h; GLP-1R form is constitutively active | P43220 | AID 624417 | Potency, µM (titrated, usually from 38.3 µM), without a hit: at the highest dose activity change, negative = inhibition, usual class: inhibitors; also: potency is read from the fitted curve at half-maximal effect; % is scaled to controls: 0 for no effect and ±100 for the full control effect; nearly all actives have a fitted effect of over 55% in size
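Assay principle: reduced luminescence from a cAMP-responsive reporter in HEK293 cells co-expressing a constitutively active GLP-1R. Conditions: 24 hr compound incubation, 37 deg C, 5% CO2.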
KB-V1 cytotox: KB-V1 MDR subline cytotoxicity | KB-V1 MDR cells viability, CellTiter-Glo, 72 h | Potency, µM (titrated, usually from 46.1 µM), without a hit: at the highest dose activity change, negative = cytotoxicity, actives largely listed as cytotoxic | 3.4% of 400,000 active | AID 1347076; also: potency is read from the fitted curve at half-maximal effect; % is scaled to controls: 0 for no effect and ±100 for the full control effect; nearly all actives have a fitted effect of over 60% in size
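Cells of the MDR subline KB-V1 are plated, dosed with compound at multiple concentrations, and incubated 72 h at 37 degrees C; CellTiter-Glo is then added and luminescence read after 10 min.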
* hit, by the source's call; i = inactive; ? = inconclusive; . = no result given; [ ] = remark or other dose. Unless noted, calls follow the shape of the dose curve; as a rule, active = well fitted curve in the direction sought with a large enough effect; inconclusive = small, poorly fitted or top-dose-only effect, or another doubt; inactive = no such curve, though single readings can be large; an effect the other way counts as inactive or inconclusive. An excerpt, so the mix of outcomes need not match the whole.

The opening two records, ahead of the listing:
SMILES	aSyn yeast inh	DRD3 agonist	GLP1R cytotox	D3 antag	PTHR1 ag	TDP43 rescue	GLP-1R agonist	GLP-1R inv ag	KB-V1 cytotox
Cc1ccc(S(=O)(=O)NCCN2CCNC2=O)cc1	-5%	1	14%	-9	i	-13%	-2%	10%	15%
COc1ccc(-c2nn(-c3ccccc3)cc2C(=O)NC(=S)N2CCOCC2)cc1OC	-1%	7	-16%	3	-33%[inhibitor]	16%	2%	-3%	0%

The listing, repeating the preview:
SMILES	aSyn yeast inh	DRD3 agonist	GLP1R cytotox	D3 antag	PTHR1 ag	TDP43 rescue	GLP-1R agonist	GLP-1R inv ag	KB-V1 cytotox
Cc1ccc(S(=O)(=O)NCCN2CCNC2=O)cc1	-5%	1	14%	-9	i	-13%	-2%	10%	15%
COc1ccc(-c2nn(-c3ccccc3)cc2C(=O)NC(=S)N2CCOCC2)cc1OC	-1%	7	-16%	3	-33%[inhibitor]	16%	2%	-3%	0%
Cn1nc(C(C)(C)C)c([N+](=O)[O-])c1C(=O)NC(C)(C)C	-8%	-6	11%	9	i	24%	1%	-7%	?
CCCCn1c(N)c(N(CCC(C)C)C(=O)c2ccc(C)o2)c(=O)[nH]c1=O	2%	0	1%	-4	i	11%	-1%	-1%	21%
O=c1[nH]c(CN2CCN(c3ccccc3O)CC2)nc2scc(-c3ccccc3Cl)c12	12%	13	-13%	-1	-22%	-17%	-4%	?	-3%
COc1ccc(-c2nc(CS(=O)CC(=O)NC3CCCCC3)c(C)o2)cc1OC (stereo not drawn)	15%	-11	-3%	-16	-13%	-22%	-1%	91%[activator]	-2%
COc1ccc(-c2ccc(S(=O)(=O)N3CCOCC3)cc2)cc1	1%	-8	5%	-15	-28%[57.5 µM]	-16%	-1%	0%	2%
N=c1c2c(-c3ccccc3)c(-c3ccccc3)n(Cc3ccco3)c2ncn1CCO	?	-12	7.9µM*	-26	i	-22%	-11%	?	-3%
Cc1ccc(-c2noc(CN3C(C)CCCC3C)n2)cc1 (stereo not drawn)	-1%	3	4%	2	-17%	29%	-1%	?	?
CC(C)n1c(C(O)c2ccccc2)nc2ccccc21 (stereo not drawn)	-4%	-2	-3%	-2	-9%[57.5 µM]	-10%	4%	0%	-26%
O=C(CSc1nccc2ccccc12)N1CCN(c2ccccn2)CC1	9%	-2	1%	-13	-13%	23%	13%	-23%	-2%
COc1ccc(OC)c(Cc2nnc(CCC(=O)N3CCN(C4CCCC4)CC3)o2)c1	1%	-8	-9%	-27	i	-32%	1%	-8%	-25%
COC(=O)c1cc2occc2n1Cc1nc(-c2cccc(Br)c2)oc1C	.	-8	-9%	.	i	8%	.	12%	?
CC1(C)CC(=O)C=C(NCc2ccc(C(=O)O)cc2)C1	0%	6	14%	0	?	9%	0%	1%	6%
CCOC(=O)C1=C(C)NC(C)=C(C(=O)OCC)C1C(=O)OCC(=O)N(C)C1CCS(=O)(=O)C1 (stereo not drawn)	1%	2	-3%	0	-12%	-24%	2%	1%	6%
O=C(CC1S/C(=N/N=C/C=C/c2ccccc2)NC1=O)Nc1ccc(C(=O)O)cc1 (stereo not drawn)	-1%	7	-5%	-5	i	-8%	3%	18%	0%
CCOC(=O)c1noc(C)c1C(=O)Nc1nccs1	-6%	2	0%	-21	?	-27%[9.22 µM]	0%	-2%	-15%
COc1ccc(CCNC(=O)C(=O)Nc2nccs2)cc1OC	2%	0	2%	25	i	1%	-11%	1%	-3%
CCOc1ccc(OC(=O)c2c(-c3ccccc3Cl)noc2C)cc1	.	7	2%	.	-53%[inhibitor]	21%	.	-9%	-10%
CC(=O)c1sc2nc(-c3cccs3)ccc2c1N	8%	2	132%[activator]	?	-5%[57.5 µM]	10µM*	10%	0%	?
CCN(c1ccccc1C(=O)O)S(=O)(=O)c1cccc2nsnc12	-1%	11	-2%	4	26%	-17%	4%	-4%	31%
CC(C)(C)c1cc(C(C)(C)C)cc(S(=O)(=O)CCc2ccccn2)c1	-4%	-1	2%	-19	-19%[57.5 µM]	-11%	1%	?	-35%
Cc1ccc(-n2c(=O)[nH]c3cc(C(=O)NCc4ccccc4)ccc3c2=O)cc1	.	2	4%	.	-24%	6%	.	6%	?
O=C(CNc1cccc([N+](=O)[O-])c1)N/N=C/c1ccc(F)cc1	0%	-5	-12%	-22	i	-5%	5%	?	?
N#CC1(NC(=O)CSc2ccccn2)CCCCC1	-1%	0	11%	0	i	15%	1%	16%	0%

Single records (already shown).
CCCCn1c(N)c(N(CCC(C)C)C(=O)c2ccc(C)o2)c(=O)[nH]c1=O in the list: aSyn yeast inh = 2%; DRD3 agonist = 0; GLP1R cytotox = 1%; D3 antag = -4; PTHR1 ag = i; TDP43 rescue = 11%; GLP-1R agonist = -1%; GLP-1R inv ag = -1%; KB-V1 cytotox = 21%
COc1ccc(-c2ccc(S(=O)(=O)N3CCOCC3)cc2)cc1 in the list: aSyn yeast inh = 1%; DRD3 agonist = -8; GLP1R cytotox = 5%; D3 antag = -15; PTHR1 ag = -28%[57.5 µM]; TDP43 rescue = -16%; GLP-1R agonist = -1%; GLP-1R inv ag = 0%; KB-V1 cytotox = 2%

Compounds above containing a Cl atom:
SMILES	aSyn yeast inh	DRD3 agonist	GLP1R cytotox	D3 antag	PTHR1 ag	TDP43 rescue	GLP-1R agonist	GLP-1R inv ag	KB-V1 cytotox
O=c1[nH]c(CN2CCN(c3ccccc3O)CC2)nc2scc(-c3ccccc3Cl)c12	12%	13	-13%	-1	-22%	-17%	-4%	?	-3%
CCOc1ccc(OC(=O)c2c(-c3ccccc3Cl)noc2C)cc1	.	7	2%	.	-53%[inhibitor]	21%	.	-9%	-10%

Later entries.
SMILES	aSyn yeast inh	DRD3 agonist	GLP1R cytotox	D3 antag	PTHR1 ag	TDP43 rescue	GLP-1R agonist	GLP-1R inv ag	KB-V1 cytotox
Cc1ccc(NC(=O)c2cc(-c3ccccc3O)n[nH]2)cc1Cl	-8%	-1	-10%	0	-1%	-4%	13%	14%	?
CCOC(=O)[C@H]1[C@H]2COc3ccc(OC)cc3[C@@H]2N2C(=O)CN(Cc3ccco3)C(=O)[C@@]12C	0%	-27	4%	-11	i	-11%	-3%	23%	4%
CC(C)N(C)c1ncnc2c1ncn2[C@H]1CN(Cc2ccccc2)C[C@@H](CO)O1	3%	3	-2%	4	-12%	20%	23%	60%[activator]	-1%
Cc1cc(C)c2nc(-c3ccccn3)cc(C(=O)n3cccn3)c2c1	-19%	-6	-2%	3	i	-24%	0%	7%	-9%
FC(F)(F)c1cccc(-c2cncc(N3CCN(CCN4CCCC4)CC3)n2)c1	-5%	-4	0%	-17	-2%	-2%	11%	?	9%
CCC(CC)C(=O)c1c[nH]c(C(=O)N2CCN(c3ccccc3F)CC2)c1	2%	2	-5%	8	i	-27%	0%	10%	7%
COc1ccc(C(=O)C2CCCN(C(=O)c3n[nH]c4c3CCCC4)C2)cc1OC (stereo not drawn)	0%	16	-13%	8	i	-21%	32%	109%[activator]	4%
CSc1ccccc1OCc1cc(C(=O)NCCC2CCCCO2)no1 (stereo not drawn)	0%	4	-5%	3	-27%	?	2%	-29%	.
CCCCNC(=O)c1nnn(-c2ccccc2)c1N	2%	-3	-3%	-19	-58%[inhibitor]	26%	0%	7%	-15%
Cc1cc(C)nc(N2CCC(C(=O)Nc3cccc(C(F)(F)F)c3)CC2)n1	3%	1	5%	-12	-8%	8%	6%	0%	-15%
CCOC(=O)COc1cccc2c(=O)n(CC(=O)N3CCC(C)CC3)ccc12	8%	-1	-4%	15	i	-3%	-3%	10%	12%
Cc1ccc(CN2CCN(C(=O)c3ccncc3)CC2)cc1	-3%	2	-15%	-20	i	6%	-3%	-3%	-1%
O=C(N/N=C/c1ccc(N2CCCCC2)o1)c1ccccc1	28%	-7	-22%	?	-19%	3%	2%	-19%	7%
O=C(Nc1nnc2n1CCS2)c1ccccc1C(F)(F)F	-1%	-8	5%	.	-1%	11%	-2%	9%	17%
CCOc1ncccc1C(=O)OCC(=O)NCCc1ccccc1	1%	-2	1%	5	-12%[57.5 µM]	-24%	24%	5%	2%
O=C(Nc1ccc2ccccc2c1)c1ccccc1F	4%	-4	-6%	6	-33%[inhibitor]	?	7%	?	-1%
COC(=O)c1c(C)oc(C)c1S(=O)(=O)NCc1ccc(Cl)cc1	13%	1	14%	-8	i	12%	2%	-26%	-18%
CCn1c(=N)c(C(=O)NCc2cccnc2)cc2c(=O)n3cc(C)ccc3nc21	.	8	-3%	.	-24%	0%	6%	14%	?
COC(=O)CN1C(=O)[C@H]2[C@@H](/C=C/c3ccccc3)N3C(=O)CN(Cc4ccccn4)C(=O)[C@@]3(Cc3ccccc3)[C@H]2C1=O	-7%	-32	0%	-18	-4%	19%	8%	-6%	4%

Shown as labelled records: part of the list above.
COc1ccc(-c2nc(CS(=O)CC(=O)NC3CCCCC3)c(C)o2)cc1OC (stereo not drawn)
  aSyn yeast inh: 15%	DRD3 agonist: -11	GLP1R cytotox: -3%	D3 antag: -16	PTHR1 ag: -13%	TDP43 rescue: -22%	GLP-1R agonist: -1%	GLP-1R inv ag: 91%[activator]	KB-V1 cytotox: -2%
COc1ccc(-c2ccc(S(=O)(=O)N3CCOCC3)cc2)cc1
  aSyn yeast inh: 1%	DRD3 agonist: -8	GLP1R cytotox: 5%	D3 antag: -15	PTHR1 ag: -28%[57.5 µM]	TDP43 rescue: -16%	GLP-1R agonist: -1%	GLP-1R inv ag: 0%	KB-V1 cytotox: 2%
